# Assay outcomes from PubChem.
# KCNQ1 act – potentiators or activators of KCNQ1 channel, primary screen, cell-based, thallium flux, high-throughput; CHO-K1 KCNQ1, thallium flux FluxOR fluorescence; stronger effect = higher value; actives 0.35% (n = 310,000); B-score at 10 µM; Potassium voltage-gated channel subfamily KQT member 1 (Homo sapiens), P51787;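 active = fluorescence ratio B-score, a plate-corrected score, at least three library SD, with initial intensity B-score within 5 SD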
# Target sequence (P51787 whole entry, looked up): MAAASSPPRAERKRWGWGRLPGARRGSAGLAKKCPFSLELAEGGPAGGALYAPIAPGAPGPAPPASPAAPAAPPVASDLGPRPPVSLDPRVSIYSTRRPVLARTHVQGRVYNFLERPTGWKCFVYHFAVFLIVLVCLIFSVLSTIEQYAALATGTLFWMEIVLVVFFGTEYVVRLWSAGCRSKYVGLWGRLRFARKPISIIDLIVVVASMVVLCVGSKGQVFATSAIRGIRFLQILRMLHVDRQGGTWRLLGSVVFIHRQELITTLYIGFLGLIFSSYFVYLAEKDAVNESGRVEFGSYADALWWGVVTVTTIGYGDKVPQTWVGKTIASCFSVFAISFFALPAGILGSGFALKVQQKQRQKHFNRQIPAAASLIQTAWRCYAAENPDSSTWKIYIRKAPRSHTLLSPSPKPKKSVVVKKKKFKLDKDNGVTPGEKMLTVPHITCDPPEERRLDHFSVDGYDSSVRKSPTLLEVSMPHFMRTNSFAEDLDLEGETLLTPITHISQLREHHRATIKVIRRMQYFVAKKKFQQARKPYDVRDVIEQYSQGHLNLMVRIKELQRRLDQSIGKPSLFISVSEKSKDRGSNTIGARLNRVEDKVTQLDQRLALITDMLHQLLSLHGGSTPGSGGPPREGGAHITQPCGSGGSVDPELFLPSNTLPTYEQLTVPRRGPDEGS
#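 assay system = CHO-K1 cells stably expressing KCNQ1 | medium = assay buffer, equal DMSO in all wells | timing = 37 °C overnight plating, 90-min dark dye load, 20-min compound pretreatment | measured by = kinetic FluxOR thallium fluorescence, 10-s 1-Hz baseline, 110-s post-stimulus read | measure = fluorescence change relative to baseline, converted to B score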
# RGS4 pot – RGS4 potentiators or activators, primary screen, cell-based, HEK293 M3R inducible RGS4, calcium flux; carbachol calcium flux Fluo4; stronger effect = lower value; B-score at 10 µM; actives 0.92% (n = 310,000); AID 463111, 2010;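 active = B-score of the integrated calcium signal more than 4 SD below the library mean, with starting fluorescence not abnormally high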;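 also: negative B-score means reduced calcium response which marks RGS4 activation or potentiation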
#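 Detection: kinetic calcium fluorescence imaging with Fluo4-AM dye, 2 µM / Material: HEK293 cells with stable M3R and inducible RGS4 / Schedule: recording 10 s baseline at 1 Hz, 100 s post-agonist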
# KCNK3 block – human KCNK3 channel inhibitors, primary screen, CHO cells, FluxOR thallium flux, B-score. B-score at 10 µM. FluxOR fluorescence; stronger effect = lower value. actives 0.84% (n = 340,000). AID 602410, 2012. Potassium channel subfamily K member 3 (Homo sapiens), O14649;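 active = B-score under library mean minus 4 SD, starting fluorescence ratio at most library mean plus 5 SD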;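 also: more negative B-score means stronger inhibition of thallium flux through KCNK3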
# KCNQ1 block – inhibitors of human KCNQ1 channel, primary screen, cell-based, thallium flux, high-throughput; actives 1.3% (n = 310,000); CHO-K1 KCNQ1, FluxOR thallium flux fluorescence; stronger effect = higher value; B-score at 10 µM;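 active = compounds whose thallium flux B-score, printed positive for inhibition, exceeds three library SD while starting fluorescence stays within three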;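 also: channel opened by potassium depolarization with thallium stimulus after 20 min compound exposure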
# KCNK9 block – KCNK9 potassium channel inhibitors, primary screen, HEK293 cells, thallium flux; Potassium channel subfamily K member 9 (Homo sapiens), Q9NPC2; FluxOR thallium flux fluorescence; stronger effect = lower value; B-score at 10 µM; actives 1.2% (n = 310,000); AID 488922, 2010;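 active = ratio B-score over 3 SD below the library mean, with starting fluorescence within 5 SD of its mean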;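 also: negative B-score means less thallium flux so channel inhibition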
# DYRK1A inh – rat Dyrk1A kinase inhibitors, primary screen, biochemical, single point, plate reader | actives 0.43% (n = 310,000) | Dual specificity tyrosine-phosphorylation-regulated kinase 1A (Rattus norvegicus), Q63470 | inhibition, % at 12.5 µM | ADP-Glo luminescence, NFATc1 peptide; in the data active = inhibition above about 50%;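 also: plate controls were vehicle with enzyme for no effect and no enzyme for full effect; many of its hits are not listed in these tables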
# hERG protect – hERG rescue from dofetilide block, primary screen, cell-based, CHO-hERG, FluxOR thallium flux, dofetilide IC70; Voltage-gated inwardly rectifying potassium channel KCNH2 (Homo sapiens), Q12809; dofetilide IC70 present; activation (rescue from dofetilide block), less the hit threshold, % at 10 µM; actives 0.51% (n = 310,000); AID 1511, 2009;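 active = activation above the mean of controls blocked by dofetilide plus 5 SD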;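 also: thallium influx through hERG after potassium depolarization seen as dye fluorescence rise; in these data hits start at about 4.7%; inactives centre near -7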
# GSK3B inh – human GSK3beta kinase inhibitors, primary screen, biochemical, cell-free homogeneous, HTS | activity score (negative = inhibition), % at 10 µM | GST-GSK3beta kinase, ADP-Glo luminescence, 60 min; stronger effect = lower value | actives 0.038% (n = 300,000) | AID 2097, 2009;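 active = more than half of replicate wells score below -50%, meaning over 50% inhibition versus plate controls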;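 also: 0% = median DMSO wells and -100% = median GW8510 positive control wells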
#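 Test system: GST-fused GSK3beta enzyme, cell-free | Quantity: 1.6 ng GST-GSK3beta enzyme per well | Reagent: 25 µM ATP with peptide substrate | Schedule: 60 min enzyme reaction, room temperature | Signal: Luminescent ADP-Glo measurement of ADP formed | Read-out basis: Score relative to plate controls | Control set: DMSO and 20 µM GW8510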
# PolyA inhibitor – polyadenylation inhibitors in yeast reporter cells, primary screen, luminescence, S. cerevisiae. calls only at 12 µM. actives 0.02% (n = 300,000). S. cerevisiae SKY197-pL101 polyadenylation reporter, beta-gal luminescence; efflux-impaired pdr1/pdr3 knockout yeast; score 100 = 6 SD above DMSO;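 active = lowest replicate activity score at least 50, where 100 means six control SD above control mean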;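 also: yeast exposed to compound for 9 h at 30 °C; higher score means more reporter readthrough which indicates perturbed polyadenylation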
# RGS4 block – RGS4 inhibitors, primary screen, cell-based, HEK293 M3R inducible RGS4, calcium flux; Fluo-4 calcium flux; stronger effect = higher value; triggered by carbachol at its EC20; B-score at 10 µM; actives 0.45% (n = 310,000);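 active = B-score, a plate-corrected calcium signal, over three deviations above library mean, with baseline fluorescence within five deviations of library mean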;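 also: RGS4 expression induced by doxycycline in cells with stable M3 receptor; B-score is computed from the integrated fluorescence ratio over baseline after carbachol; higher B-score means a larger calcium signal and so more RGS4 inhibition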
# Target sequence (P49798 whole entry, looked up): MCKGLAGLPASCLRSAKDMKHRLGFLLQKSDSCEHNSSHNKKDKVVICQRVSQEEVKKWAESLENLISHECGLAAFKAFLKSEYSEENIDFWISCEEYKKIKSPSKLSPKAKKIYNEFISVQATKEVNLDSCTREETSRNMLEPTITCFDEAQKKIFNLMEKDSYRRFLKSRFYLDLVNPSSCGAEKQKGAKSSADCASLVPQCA
# GSK3 alpha inh – blockers of GSK3A enzyme activity – biochemical, luminescence, cell-free homogeneous, HTS, primary screen; GSK-3 alpha kinase, ADP-Glo luminescence, 60 min; actives 0.1% (n = 320,000); inhibition, % at 10 µM;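 in the data active = inhibition above about 50%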;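 also: GST-tagged GSK-3 alpha with peptide substrate and 25 µM ATP; 0% = DMSO neutral wells and 100% = GW8510 positive control wells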
# Numbers without * were called inactive; i = inactive; · = not tested or not shown. Some of the compounds tested; rates above refer to the full screens.
entry	Molecule	GSK3 alpha inh	RGS4 pot	RGS4 block	KCNQ1 block	PolyA inhibitor	GSK3B inh	DYRK1A inh	KCNQ1 act	KCNK3 block	hERG protect	KCNK9 block
1	CCN(CC)S(=O)(=O)c1ccc2c(c1)nc(CCC(=O)Nc1ccc3c(c1)OCO3)n2CC	2	i	i	i	i	3	-1	i	i	-7	i
2	COC(=O)c1cc(Cl)c(NC(=O)c2ccco2)cc1OC	2	i	i	i	i	4	8	i	i	-4	i
3	O=C(CC(C(=O)O)c1ccccc1)Nc1ccccc1 (stereo not drawn)	-1	i	i	i	i	-2	-4	i	i	-7	i
4	CC(=O)N(C(C)=O)N1C(=O)c2cccc3c(N4CCOCC4)ccc(c23)C1=O	-1	i	i	i	i	-2	1	i	i	-3	i
5	COc1ccccc1N(C)S(=O)(=O)c1ccc(Cl)c(C(=O)NCc2cccnc2)c1	-1	i	i	i	i	0	3	i	i	-13	i
6	Cc1cccc(C)c1OCc1nnc(SCC(=O)Nc2cccc(C(=O)N3CCOCC3)c2)n1C	-4	i	i	i	i	3	10	i	i	-8	i
7	Cc1c(C)c2ccc(OCC(=O)NCCCn3ccnc3)c(C)c2oc1=O	-1	i	i	i	i	2	·	i	i	-11	i
8	CN(C)/C=C/C(=O)c1ccc2noc(-c3ccc(F)cc3)c2c1	3	i	i	i	i	1	-2	i	i	-1	i
9	CSc1ncccc1C(=O)OCC(=O)c1ccc(Br)s1	0	i	i	i	i	-1	-63	i	i	-2	i
10	CCOC(=O)Cc1nnc(NC(=O)c2ccccc2OCC)s1	-6	i	i	i	i	1	10	i	i	-6	i
11	COc1ccc(Cl)cc1NC(=O)CNc1ccccc1N1CCOCC1	-2	i	i	i	i	3	1	i	i	-9	i
12	CS(=O)(=O)c1nc(S(=O)(=O)c2ccc(Cl)cc2)c(N2CCC3(CC2)OCCO3)s1	-1	i	i	i	i	-1	5	i	i	-7	i
13	Cc1ccc(C)c(NC(=O)CS(=O)(=O)c2cccc3nsnc23)c1	3	i	i	i	i	-3	0	i	i	-7	i
14	CCN1C(=O)N[C@@H](CCc2ccccc2)[C@H](C(=O)OC)[C@H]1C	-3	i	i	i	i	0	-5	i	i	-2	i
15	Cc1cc(C)n(C(=O)COc2ccccc2[N+](=O)[O-])n1	0	i	i	i	i	2	6	i	i	0	i
16	O=C1N[C@H](C(=O)O)CS1	-1	i	i	i	i	2	·	i	·	-3	i
17	CN1C(=O)c2ccc(NC(=O)c3ccc(Cl)cc3Cl)cc2C1=O	7	i	i	i	i	3	-2	i	i	-3	i
18	COCCNC(=O)COc1ccc(Nc2ccccc2)cc1	0	i	i	i	i	1	3	i	i	-7	i
19	O=C(NCc1ccco1)c1ccc(S(=O)(=O)N2CCCc3ccccc32)cc1	-2	i	i	i	i	2	2	i	i	-9	-6.9*
20	O=C(O)CCn1cc(C(=O)O)c(-c2ccccc2)n1	-1	i	i	i	i	0	·	i	i	-18	i
21	O=[N+]([O-])c1ccc(NC(=S)NCc2ccncc2)cc1	0	i	i	i	i	2	4	i	i	-8	i
22	COc1ccc(C2=NC(C)(C)Cc3cc(OC)c(OC)cc32)cc1	-3	i	i	i	i	-5	3	i	i	-4	i
23	Cc1ccc([C@@H]2[C@@H]3C(=O)N(C)C(=O)[C@@H]3[C@]3(C)C(=O)N(Cc4ccc(-c5ccccc5)cc4)CC(=O)N23)o1	-1	i	i	i	i	0	2	i	i	-5	i
24	Cc1ccc(NC(=S)N(CCN(C)C)Cc2cc3cc(C)cc(C)c3[nH]c2=O)cc1	0	i	i	i	i	-2	-2	i	i	-12	i
25	CCOC(=O)c1ccccc1NCN1C(=O)CSC1=O	-1	i	i	i	i	0	-5	i	i	-10	i
26	CC1Cc2ccccc2N1C(=O)CCNS(=O)(=O)c1ccc2c(c1)CCC(=O)N2 (stereo not drawn)	1	i	i	i	i	-4	-3	i	i	-9	i
27	COc1ccc(N2CCN(C(=O)[C@@H](NC(=O)c3cc(OC)cc(OC)c3)C(C)C)CC2)cc1	-1	i	i	i	i	1	-3	i	i	-6	i
28	COc1ccc(S(=O)(=O)NCc2ccc(C(=O)NCCCN3CCCC(C)C3)cc2)cc1 (stereo not drawn)	-3	i	i	i	i	2	·	i	i	-9	i
29	Cc1ccc(N(Cc2ccccc2)C(=O)c2cccc(F)c2)cc1	·	i	i	i	i	2	-3	i	i	-7	i
30	COc1ccccc1NS(=O)(=O)c1cccc(NC(=O)c2nc3nc(C)cc(C)n3n2)c1	1	i	i	i	i	-2	-3	i	i	-12	i
31	COc1ccc(NC(C)=O)cc1CNC(=O)CN1CCOCC1	0	i	i	i	i	-1	1	i	i	2	i
32	O=C(NCC(c1cccnc1)N1CCOCC1)C1CCCCC1 (stereo not drawn)	-2	i	i	i	i	-7	4	i	i	3	i
33	Cc1ccc(S(=O)(=O)N2CCOCC2)cc1NC(=O)Cn1cc(C(F)(F)F)cc(Cl)c1=O	-3	i	i	i	i	4	-2	i	i	0	i
34	O=c1oc2ccc3ccccc3c2cc1-c1nc2ccccc2o1	5	i	i	i	i	3	-1	i	i	-2	i
35	CCOC(=O)C(=NC1CCS(=O)(=O)C1)NNc1ccc(Br)cc1 (stereo not drawn)	0	i	i	i	i	-1	-3	i	i	-9	i
36	Cc1cnc(NC(=O)CSc2nc3ccccc3c(=O)[nH]2)s1	0	i	i	i	i	-1	0	i	i	-7	i
37	N#CC1=C(N)Oc2cc(O)ccc2C1c1ccc(Br)s1 (stereo not drawn)	3	i	i	i	i	0	24	i	i	-7	i
38	O=C(CSc1nnc(NC2CCCCC2)s1)Nc1ccc2c(c1)C(=O)c1ccccc1C2=O	0	i	i	i	i	0	3	i	i	-26	i
39	CC1CN(C(=O)COC(=O)c2ccc(Cl)c(S(=O)(=O)N3CCCCC3)c2)CC(C)O1 (stereo not drawn)	2	i	i	i	i	-1	-3	i	i	-1	i
40	CC(C)CCN1C(=O)c2ccc(-c3nc4ccccc4c(=O)o3)cc2C1=O	-4	i	i	i	i	3	-2	i	i	-1	i
41	Cc1ccnc(NC(=O)c2sc3cc(Cl)ccc3c2Cl)c1	3	i	i	i	i	3	7	i	i	-13	i
42	O=C(c1ccccc1)[C@H]1[C@H](c2ccccc2)[C@@]2(N=C(c3ccccc3)OC2=O)C2c3ccccc3C=NN21 (stereo partly drawn)	-5	i	i	i	i	-1	·	i	·	-13	i
43	COc1cc(OC)nc(NC(=O)NS(=O)(=O)c2ccc(OC(F)(F)F)cc2)n1	0	i	i	i	i	-2	-6	i	i	-1	i
44	CC(C)c1ccc(N2C(=NC(=O)C3CC3)SC3CS(=O)(=O)CC32)cc1 (stereo not drawn)	-1	i	i	i	i	-11	-7	i	i	-5	i
45	O=C(CN(c1ccccc1)S(=O)(=O)c1ccccc1[N+](=O)[O-])Nc1ccccc1C(=O)N1CCOCC1	-1	i	i	i	i	-1	-3	i	i	-9	i
46	COCc1c(Br)c(C)nc2sc3c(=O)[nH]nnc3c12	12	i	i	i	i	-6	9	i	i	-8	i
47	CCOc1ccc2nc(N3CCOCC3)nc(C)c2c1	-1	i	i	i	i	2	5	i	i	-8	i
48	c1ccc2c(NCC3CCCO3)nc(N3CCOCC3)nc2c1 (stereo not drawn)	2	i	i	i	i	2	10	i	i	-5	i
49	O=S(=O)(c1ccc(Cl)c2ccccc12)N1CCCC1	0	i	i	i	i	-1	-7	i	i	-13	i
50	CC(=O)Nc1nc2c(ccc3ccccc32)s1	1	i	i	i	i	0	7	i	i	-4	i
51	COc1cccc(CN(C)C(=O)Cc2c[nH]c3ccccc23)c1	-3	i	i	i	i	0	·	i	i	-10	i
52	CN(C)CCCNC(=O)N1c2ccccc2C=Cc2ccccc21	-2	-7.2*	i	i	i	3	3	i	i	4	i
53	COC(=O)C1=C(N)Oc2cc(C)n(C)c(=O)c2C1c1ccc(Cl)c(Cl)c1 (stereo not drawn)	-2	i	i	i	i	0	-4	i	i	-8	i
54	Cc1cc(C)nc(Nc2nc(=O)c3ccccc3s2)n1	-1	i	i	i	i	2	12	i	i	-4	i
55	COc1ccc(C(C(=O)NCc2ccccc2)N(Cc2cccs2)C(=O)c2cnccn2)cc1 (stereo not drawn)	-1	i	i	i	i	-4	8	i	i	-32	i
56	CCOC(=O)C(C(=O)OCC)C(=O)c1cc(OC)c(OC)c(OC)c1	1	i	i	i	i	3	-6	i	i	-3	i
57	CCOC(=O)C1=C(C)Nc2nnnn2C1c1cccnc1 (stereo not drawn)	2	i	i	i	i	-1	22	i	i	-8	i
58	COc1ccc(Cl)cc1S(=O)(=O)n1cnc2ccccc21	-1	i	i	i	i	3	12	i	i	-7	i
59	CCOC(=O)C1CCCN(C(=O)COc2ccc(N(C)S(=O)(=O)c3ccc(F)cc3)cc2)C1 (stereo not drawn)	-1	i	i	i	i	1	1	i	i	-9	i
60	COCCNC(=S)N(c1ccccc1)C(C)C	0	i	i	i	i	0	-13	i	i	-13	i
61	NC(=O)CC[C@@H]1NC(=O)[C@H](Cc2ccc(O)cc2)NC(=O)c2cc([N+](=O)[O-])cc(F)c2OCC[C@@H](C(N)=O)NC1=O	0	i	i	i	i	-1	17	i	i	-6	i
62	COc1ccc(NC(=O)c2ccc(C)cc2)c[n+]1[O-]	5	i	i	i	i	0	3	i	i	-10	i
63	CN(Cc1cc(=O)[nH]c2ccccc12)C(=O)c1ccccc1	-1	i	i	i	i	-3	-4	i	i	-6	i
